Pf apPOL block = Pf-apPOL inhibitors, biochemical, fluorescence; Plasmodium falciparum apicoplast DNA polymerase (apPOL); Recombinant Pf-apPOL, molecular beacon fluorescence, 1.5 h; inhibition, % at 10 µM; hit rate 0.25% among 210,000; AID 1794808, 2022
mHTT CaM bind = mutant huntingtin-calmodulin interaction inhibitors – biochemical, AlphaScreen, primary screen | hit rate 3.6% among 190,000 | AlphaScreen His-mHTT/GST-CaM binding, luminescence | P42858 | inhibition, % at 15 µM | AID 1671202, 2021;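 further: 0% = both proteins with DMSO and 100% = one protein alone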
The depositor's hits bear a star; x = not tested or not shown; & = joins results of further samples. No stated cut-off is given here; in the data, active means inhibition above about 50%; inactive means the rest.

SMILES	Pf apPOL block	mHTT CaM bind
CCCn1cnc2sc(C(=O)Nc3ccccn3)c(C)c2c1=O	-19	-2
CCOc1ccccc1NC(=O)N1CCCC(C)(C(=O)NCc2cccc(OC)c2)C1 (stereo not drawn)	8	-7
c1nc2c(c(N3CCCCCC3)n1)CCC2	-2	3
O=C(NC1CC1)C1CCN(c2ncnc3c2oc2ccccc23)CC1	-3	-3
CC(=O)NC(CC(=O)O)c1ccc([N+](=O)[O-])cc1 (stereo not drawn)	-4	2
Cc1ccccc1NS(=O)(=O)c1ccc2[nH]cc(C(=O)NC3CCCCC3C)c(=O)c2c1 (stereo not drawn)	-13	19
Cc1ccc(C(=O)N2CCC(c3nc(C)c(C(=O)NC4CCCC4)s3)CC2)cc1	4	14
COc1cccc(C(=O)N2CCC(CCOc3ccccc3)CC2)c1	-3	1
COc1ccc(CCNC(=O)CSc2nc3sc4c(c3c(=O)[nH]2)CCC4)cc1OC	0	3
CC(C)(C)C(=O)N1CC=C2C(C#N)=C(N)C(C#N)(C#N)C(c3ccoc3)C2C1 (stereo not drawn)	-1	35
O=C1NCCCn2cc(S(=O)(=O)Nc3ccc(F)cc3Cl)cc21	-2	-2
Cn1c(CCNC(=O)C2CCN(c3nnc4ccccn34)CC2)nc2ccccc21	-4	9
CN(C)CCNC(=O)c1cc(-c2ccccc2)nc2ccccc12	0	-3
COc1ccc(C2Cn3nnc(C(=O)N4CCC5(CC4)OCCO5)c3CO2)cc1 (stereo not drawn)	-6	-2
Cc1cc(C2CCCN2C(=O)c2ccco2)on1 (stereo not drawn)	4	-1
CN(C)S(=O)(=O)N1CCCC(c2cc(-c3ccccc3)n[nH]2)C1 (stereo not drawn)	-1	-4
O=C(O)/C(=C\c1ccc2c(c1)OCO2)NC(=O)c1ccccc1Cl	-7	-3
CN1CCN(C(=O)c2ccccc2[N+](=O)[O-])CC1	2	-3
CC(=O)Oc1ccc2c(c1)OC(=Cc1cccc(C)c1)C2=O	4	-2
CCN(CC)c1ccc(CNC(=O)C2CCc3nc(N4CCCCC4)ncc3C2)cc1 (stereo not drawn)	-3	10
O=C(O)Cn1cc(I)c(=O)[nH]c1=O	-3&0	-4&2
CCC(=O)NCC1CCCN(C(=O)NCc2ccc(F)cc2)C1 (stereo not drawn)	2	-2
CCOC(=O)N1CCc2nn(CC(=O)Nc3cc(F)cc(F)c3)c(=O)cc2C1	-6	0
CN1CC=C2C(C#N)=C(N)C(C#N)(C#N)[C@H](c3ccoc3)[C@H]2C1	x	-1
Cc1ccccc1CS(=O)(=O)CCC(=O)NCCN1C(C)CCCC1C (stereo not drawn)	-13	-5
Later entries.
SMILES	Pf apPOL block	mHTT CaM bind
O=C(Nc1ccccc1-c1nc2ccccc2s1)c1cccs1	0	-19
CCc1ccc(C2N3CC4(CC)CN2CC(CC)(C3)C4O)cc1 (stereo not drawn)	0	4
CCCCN1CCN(C(=O)C2CCCN(c3cn[nH]c(=O)c3)C2)CC1 (stereo not drawn)	-1	2
Cc1ccc(NC(=O)c2cccc(Cn3cncn3)c2)c(C)c1	-5	-5
COc1ccc2c(c1)CC(CNC(=O)c1ccccc1Cl)O2 (stereo not drawn)	-1	-1
CCOC(=O)C1=C(C)NC(C)=C(C(=O)OCC)C1c1ccncc1	0	-26
CS(=O)(=O)N(CC(=O)Nc1ccccc1C(N)=O)c1ccc(I)cc1	0	1
Cc1cc(Cl)ccc1N1CCN(C(=O)c2ccccc2Cl)C(C)C1=O (stereo not drawn)	-2	-3
Cn1c(C(=O)NCCCN2CCCCC2)cc2c1CCN(Cc1cccc(F)c1)C2	-4	83*
COc1ccccc1-c1nc(C2CCCN(C(=O)c3cc(C)ccc3C)C2)no1 (stereo not drawn)	-5	21
Cc1ccsc1/C=C(\C#N)c1nc(-c2ccc3c(c2)OCO3)cs1	-8	4
COc1ccc(Br)cc1/C=C1/C(=O)N(c2ccc(Cl)c(C(=O)O)c2)N=C1C	-2	0
CC(=O)c1nn(-c2ccc(C)cc2)cc1C#N	-2&-9	x
O=C(Nc1ccc2c(N3CCOCC3)ncnc2c1)c1ccc(C(F)(F)F)cc1	-12	4
Cc1ccccc1Cn1ccnc1C(=O)N1CCNC(=O)C1	-6	0
Cc1cc(C(=O)NCCN(C)C)ccc1[N+](=O)[O-]	-1	3
CC(C)(C)c1nnc(Nc2ccc3c(c2)OCO3)[nH]c1=O	3	2
CCN(Cc1ccccc1)S(=O)(=O)c1cc(Cl)ccc1Cl	-2	-80
COCCNC(=O)c1cccnc1SCc1ccccc1Cl	-69	-6
Cc1cc(N)c(NC2=CC(=O)CC(C)(C)C2)cc1C	-3	0
Cc1cc(C2CCC(C(=O)N3CCOCC3)CN2C(=O)C2CCCC2)ccc1F (stereo not drawn)	-4	12
O=C(NC1CC2CC1CN2C(=O)c1ccc2c(c1)OCO2)c1cccs1 (stereo not drawn)	-7	2
CCCc1nc2cccnc2n1C1CCN(C(=O)c2cc(C)ccc2C)C1 (stereo not drawn)	-1	11
COc1cc(OC)c(OC)cc1/C=C1\SC(N2CCOCC2)=NC1=O	-5	5
CCCCn1c(-c2ccc(OC)cc2)nc2ccccc21	3	-1
The listing continues:
SMILES	Pf apPOL block	mHTT CaM bind
CC(=O)c1ccc(NC(=O)c2cccs2)cc1	30	1
O=C(Nc1ccccc1)c1cc(S(=O)(=O)N2CCC(=O)C3CCCCC32)ccc1Cl (stereo not drawn)	-2	-5
O=C(O)CSCC(=O)Nc1cnccn1	-10	x
COc1ccc(C)cc1NC(=O)N1CCC2(CC1)NC(=O)c1cccc(Cl)c1N2	-1	7
COc1ccc(C2SCCN2C(=O)c2ccc([N+](=O)[O-])cc2)cc1Br (stereo not drawn)	0	21
CCOc1ccc2c(=O)c(-c3ccccc3)coc2c1	-8	-10
CC(=O)Nc1ccc(S(=O)(=O)NCCn2nc(-c3ccccc3)n(C)c2=O)cc1	-9	-15
Cc1ccc(C2=NNC(C)(CC(=O)Nc3ccccc3)S2)cc1 (stereo not drawn)	1	72*
Cc1[nH]nc2c1C(c1ccccc1)C(C#N)=C(N)O2 (stereo not drawn)	0	x
C=CCNC(=O)C1CC(=O)N(c2cccc(C)c2)C1 (stereo not drawn)	-4	1
Cc1ccccc1NC(=O)N1CCCC1c1ccc(Cl)cc1 (stereo not drawn)	-4	-8
FC1(F)C2C3OC(C4C5C=CC(O5)C34)C2C1(F)F (stereo not drawn)	-6	0
Cc1occc1C(=O)Nc1cccc(O)c1	-14	5
O=C(CCCN1C(=O)c2ccccc2C1=O)Nc1ccccc1C(=O)N1CCCCCC1	1	1
Cc1ccccc1C(=O)N1CCCN(C2CCN(Cc3ccc(F)cc3)C2=O)CC1 (stereo not drawn)	0	57*
CCCNC(=O)c1cn(-c2ccccc2Cl)nn1	-4	-4
O=C(NCCO)C(=O)Nc1ccc(Cl)cc1	0	-13
O=c1c2c(nc(SCc3ccc([N+](=O)[O-])cc3)n1-c1ccc(F)cc1)CCS2	-6	-2
O=C(NCCc1ccccc1)c1ccc2c(c1)NC(=O)C(N1CCCC1)S2 (stereo not drawn)	-14	11
CN(C)S(=O)(=O)N1CCn2cccc2C1c1ccc(Br)cc1 (stereo not drawn)	0	15
COc1cccc(CNC(=O)C2(C)CCCN(S(=O)(=O)c3ccc(C(C)C)cc3)C2)c1 (stereo not drawn)	-2	6
COc1cc(C)nc2ccc(NC(=O)c3ccc(F)cc3)cc12	1	16
CCNC(=O)c1sc2cnccc2c1-n1cccc1	-4	-4
CCOc1ccc(C2CC(c3ccc(C)cc3)Nc3nc(N)nn32)cc1 (stereo not drawn)	-10	14
CCOc1ccc(S(=O)(=O)N=C2C=C(Nc3cccc(C)c3)C(=O)c3ccccc32)cc1	2	82*
Continuation.
SMILES	Pf apPOL block	mHTT CaM bind
CCOc1ccccc1Oc1c(C)oc2c(CN3CCOCC3)c(O)ccc2c1=O	0	-1
O=C1OC2CC1N(C(=O)C=Cc1ccc3c(c1)OCO3)C2 (stereo not drawn)	-5	2
CC(=O)c1cccc(NC(=O)CCSc2ccccc2)c1	-5	-4
Cc1ccc(S(=O)(=O)NN=Cc2ccc(-c3cccc([N+](=O)[O-])c3)o2)cc1	2	x
O=C(Nc1nnc(C2CC(=O)N(c3ccccc3)C2)o1)c1ccccc1Br (stereo not drawn)	-4	19
CNC(=O)C1CN(C(=O)c2ccc(OC)cc2)CC12CCCC2 (stereo not drawn)	4	-4
O=C(NCc1ccccn1)c1cn2c(n1)CCCC2	-12	-5
COc1ccc(OC)c(C2CC(c3ccc(C)cc3)Nc3ncnn32)c1 (stereo not drawn)	0	2
CC1CCN(C(=O)C2CCCN2C(=O)Nc2ccccc2Br)CC1 (stereo not drawn)	-6	-2
C=CCOc1ccc(C2N3CC4(C)CN2CC(CCC)(C3)C4=O)cc1 (stereo not drawn)	-3	-6
CCC1=NC(c2ccc(OC)c(OC)c2)N(O)C1(C)C (stereo not drawn)	-10	0
Cc1ccc(N2C(=O)N(Cc3ccccc3F)S(=O)(=O)c3cccnc32)cc1	5	-5
CCCNC(=O)CCS(=O)(=O)c1cc(Br)cc2c1N(C(C)=O)CC2	6	2
Cc1ccc(CN2C(=O)NC3(CCN(C(=O)c4ccncc4)CC3)C2=O)cc1	-7	5
Cc1ccc(NC(=O)Nc2cccn3nc(C(C)C)nc23)cc1	-6	4
Cc1occc1C(=O)Nc1ccc(F)c(F)c1	6	8
O=C(c1cccc([N+](=O)[O-])c1)c1ccc2c(c1)C(=O)N(CC1CCCO1)C2=O (stereo not drawn)	0	8
COc1ccc(NC(=S)NC(C)(C)C)c([N+](=O)[O-])c1	7	x
O=C(Nc1ccccc1)N1CCN(c2ccccc2)CC1	3	6
COC(=O)[C@H](C(C)C)N1Cc2nnn(CC3CCCCC3)c2-c2cc(F)ccc2S1(=O)=O	-5	-1
CCCNc1cc(N2CCC(CCC(=O)N3CCC(C(=O)OCC)CC3)CC2)ncn1	-6	11
CN(C)S(=O)(=O)N1CCN(c2ccc([N+](=O)[O-])c(NC3CC3)c2)CC1	-6	8
O=C(NCc1cccs1)c1cc(Br)ccc1Cl	-1	-8
Cc1ccc(CNC(=O)CCc2conc2-c2ccccc2)o1	-2	2
CC(C)C(=O)NCc1csc(C2CCCN(S(=O)(=O)C(C)C)C2)n1 (stereo not drawn)	-6	-5
Next records follow:
SMILES	Pf apPOL block	mHTT CaM bind
CN(CCCC(=O)n1cnc2ccccc21)S(=O)(=O)c1ccc(Cl)cc1	-7	6
Cc1nn(C)c(NN=Cc2cc(Br)cs2)c1[N+](=O)[O-]	-12	x
CC(C)C(=O)Nc1cccc(N2CC(C(=O)Nc3ccc(C(C)C)cc3)CC2=O)c1 (stereo not drawn)	-6	-1
CCc1noc(COC2CCCN(C(=O)COc3cccc(C)c3)C2)n1 (stereo not drawn)	-9	-13
COc1cccc(N2CCN(C(=O)c3cc(-c4ccncc4)cn3C)CC2)c1	-2	36
CC(C)CNC(=O)C1CC(=O)N(Cc2cccc(Br)c2)C1 (stereo not drawn)	-2	0
COc1ccc2c(c1)c(=O)c1ccccc1n2CC(=O)Nc1ccccc1C(F)(F)F	1	-10
O=C(N1CCN(c2nc(CN3CCOCC3)cs2)CC1)C1(c2ccccc2)CC1	-3	9
Cc1nn(C)cc1CN(C)C(=O)c1ccc(-c2ccccc2)cc1	-29	-9
O=C(CCc1ccc(O)cc1)NNC(=S)NCCc1ccccc1	3	x
CCOc1ccc(N2C(=O)CS/C2=C(\C(Cl)=C(Cl)Cl)[N+](=O)[O-])cc1	-10	57*
O=C(c1ccccn1)N1CCC(CCOCc2cccc(F)c2)CC1	-5	-8
O=C(Nc1nnc(-c2ccccc2)s1)C1CCCCC1	-1	-2
O=C(CCC(=O)N1CCN(c2ccccc2F)CC1)N1CCN(c2ccccc2F)CC1	-2	6
COc1ccc(-c2noc(-c3ccc(NCCCc4ccccc4)nc3)n2)cc1	1	-8
COc1cc(/C=C2\C(=O)NC(=O)N(c3ccc(F)cc3)C2=O)cc(Cl)c1O	-2	10
N#Cc1cccc(C(=O)N2CCc3cc(-c4ccno4)ccc32)c1	2	7
O=C(c1nn2c(C(F)(F)F)cc(-c3cccs3)nc2c1Br)N1CCCC1	22	1
O=C(Nc1cc(Cl)c(Cl)cc1Cl)c1ccccc1Cl	11	-16
